Lipid droplet = hepatic lipid droplet formation modulation. AML12 mouse hepatocytes, oleate lipid droplets, BODIPY imaging. inhibition, % at 6.5 µM. hit rate 0.4% among 240,000;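 active = lipid droplet intensity inhibited by at least 50%, with more than 500 cells counted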
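material = mouse AML12 hepatocyte cell line, fixed after treatment | also added = 100 µM oleic acid challenge | doses = compound at 6.5 µM only | schedule = overnight exposure | technique = Image-based BODIPY and DAPI two-channel analysis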
Autophagy HCS = modulators of autophagy | MEF GFP-LC3 puncta imaging; test concentration mostly 10 µM | calls only at 10 µM (by protocol) | hit rate 0.98% among 190,000;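 active = percentage of spot-positive cells more than 3 SD above its plate mean, without a fluorescence outlier flag or 80% toxicity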;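 also: spot-positive cell cutoff set from DMSO-treated cells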
Yfh1-off respiration = mitochondrial function rescue without frataxin homolog – Friedreich's ataxia, plus single-dose screen, dose response (AID 1465) | S. cerevisiae Yfh1-off respiration, WST-1 reduction, 72 h; higher fold induction means a stronger effect | fold induction at 50 µM, or EC50 in µM where a hit was titrated | hit rate 0.074% among 220,000;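 active = fold induction of absorbance versus untreated yeast above a set limit, then at least 30% activation at any dose in follow-up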;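 also: activators that raise dye reduction in frataxin-depleted yeast; strong numbers were not always called active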
bCat nuc transl = alters nuclear translocation of beta-catenin in HeLa cells. hit rate 0.3% among 190,000. immunofluorescence imaging. nuclear translocation activity, % at 5 µM. AID 1665;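 active = nuclear translocation activity above 50% at 5 µM, with a well cell count of 50 or more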;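 also: per-cell ratio of nuclear to cytoplasmic median beta-catenin stain intensity; plate controls were DMSO negative control for no effect and GSK-3 inhibitor IX positive control for full effect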
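Signal – beta-catenin immunofluorescence imaging with DAPI · Test system – human HeLa cell line · Dosing – 5 µM primary single dose, 0.1% DMSO, 0.02–20 µM confirmation series · Measure – % activation, nuclear-to-cytoplasmic median beta-catenin signal ratio per cell · Incubation – 24 h compound exposure at 37°C, 5% CO2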
Dynein transport = blocks dynein driven cargo transport along microtubules; AID 1381; 3617.4 mouse cells, GR-EGFP nuclear translocation imaging; test concentration mostly 20 µM; stimulated with dexamethasone, 1 µM; hits give low values; z-score, hits read low; hit rate 0.47% among 220,000;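 active = plate z-score of nuclear minus cytoplasmic receptor signal below a set negative limit, without overly bright fluorescence or cell loss, cut at about -3.5 in these data, passing the limit was not always enough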;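 also: z-score of nuclear minus cytoplasmic ring GR-EGFP intensity difference per well; some compounds called inactive have numbers as strong as hits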
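Buffer or medium: tet-free, stripped-serum medium; reagent: dexamethasone at 1.0 µM final, 30 min; incubation: 48 h induction, 1 h compound, 30 min dex at 37 °C; measured by: formaldehyde fixation, Hoechst nuclear stain, 10x automated fluorescence imaging; read-out: nuclear-to-cytoplasmic GR-EGFP distribution per well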
Insulin prom up = MIN6 insulin promoter up-regulation; MIN6 insulin promoter-GFP reporter, high-content imaging; hits give high values; z-score at 5 µM; hit rate 0.3% among 190,000; AID 1625;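 active = z-score above 3 at 5 µM with at least 500 cells counted in the well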
HEK293 NOD2/NF-kB = inhibition of NOD2-driven NF-kB reporter – cell-based, luminescence, uHTS, HEK293 (AID 1566); HEK293 NOD2/NF-kB luciferase reporter, luminescence; higher % means a stronger effect; one-dose inhibition, % at 4 µM; EC50 in µM for titrated hits; hit rate 0.63% among 290,000; in the data active = inhibition above about 50%; also: many of its hits are not listed in these tables
MT stabilize HCS = stabilizes microtubules in HeLa cells; HeLa tubulin immunostaining HCS, 24 h; share of cells brighter than vehicle mean+2SD; % tubulin-high responders, % at 10 µM; hit rate 0.83% among 200,000; AID 2205;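 active = plate Z-score above 3 for both tubulin-high and condensed-nucleus cell shares, with cell loss under 80%, at 10 µM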;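 also: anti alpha tubulin signal scored within the nucleus-defined area of each cell; some results filed as inactive read as strong as hits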
WT yeast gro inh = growth inhibition of WT yeast, mitochondrial fusion screen. mitochondrial fusion phenotypic screen, WT strain. inhibition, % at 10 µM. hit rate 2.1% among 190,000; in the data active = inhibition above about 58%; tested in S. cerevisiae
WT yeast gro inh mutant strain = also measured in WT yeast gro inh; calls as there; inhibition, %; mitochondrial fusion phenotypic screen, mutant strain inhibition
Dynein transport cytoplasmic EGFP = also measured in Dynein transport; calls as there; z-score; measured here: cytoplasmic GR-EGFP intensity; hits give high values
Dynein transport nuclear GR-EGFP = also measured in Dynein transport; calls as there; z-score; measured here: nuclear GR-EGFP intensity;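 lower value marks the stronger effect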
Dynein transport cell count = recorded beside Dynein transport, whose call it bears; z-score; measured here: cell count per field
Insulin prom up cell count = recorded beside Insulin prom up, whose call it bears; cell count; measured here: cytotoxicity, nuclei count;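 total cells summed across four imaged fields per well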
Lipid droplet cells 6.5 µM = recorded beside Lipid droplet, whose call it bears; cell count; measured here: cell count, cytotoxicity flag;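 cells counted across two imaged fields per well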
bCat nuc transl cell count 5 µM = further read-out of bCat nuc transl, marked with its call; cell count; measured here: cell count, cytotoxicity flag
MT stabilize HCS Hoechst-high % = also measured in MT stabilize HCS; calls as there; % Hoechst-high responders; measured here: nuclear condensation Hoechst responders;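 share of cells brighter than vehicle mean plus two SD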
MT stabilize HCS cytotoxicity % = further read-out of MT stabilize HCS, marked with its call; toxicity, %; measured here: cytotoxicity by cell density;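 0% = mean cell density of plate MIN control wells and 100% = no cells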
Autophagy HCS cell loss 18 h = second read-out of Autophagy HCS, no call of its own (marks repeat the call); toxicity, %; measured here: cell loss, nuclei count;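 cell loss after 18 h compound exposure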
The depositor's hits bear a star; i = inactive; · = not tested or not shown. A portion of the library; the hit share may differ from the screen's.

SMILES	Lipid droplet	Lipid droplet cells 6.5 µM	Autophagy HCS	Autophagy HCS cell loss 18 h	Yfh1-off respiration	bCat nuc transl	bCat nuc transl cell count 5 µM	Dynein transport	Dynein transport cytoplasmic EGFP	Dynein transport nuclear GR-EGFP	Dynein transport cell count	Insulin prom up	Insulin prom up cell count	HEK293 NOD2/NF-kB	MT stabilize HCS	MT stabilize HCS Hoechst-high %	MT stabilize HCS cytotoxicity %	WT yeast gro inh	WT yeast gro inh mutant strain
O=S(=O)([N-]c1nc2ccccc2nc1-[n+]1ccc(-c2ccncc2)cc1)c1ccccc1	3	663	i	-2	i	2.8	1028	-1.7	-0.17	-0.87	0.84	0.51	1302	-31%	3.9	2.8	11	-13	-10
COc1ccc(S(=O)(=O)Nc2nc3ccccc3s2)cc1OC	13	803	i	2	i	-0.5	1088	-0.013	-0.14	-0.16	0.084	0.16	918	14%	1.2	1.8	16	9	13
O=C(c1ccc2c(c1)N(Cc1ccc(F)cc1)C(=O)CS2)N1CCOCC1	·	·	i	-25	i	1.3	1278	-0.77	0.65	0.13	-0.73	-0.39	1380	-8%	4.4	2.6	6.4	2	1
CCOC(=O)c1c(NC(=O)c2ccco2)n(C2CCCCC2)c2nc3ccccc3nc12	·	·	i	-6	i	-3.6	969	-1.3	0.19	-0.78	0.39	-0.36	1405	10%	2.4	1.3	5.4	-10	17
CN(C)CCNC(=O)c1ccccc1-c1ccccc1	2	731	i	1	i	-1.5	1018	-0.088	-0.26	0.25	-0.45	-0.34	1234	-12%	1.4	0.5	36	-4	8
CN(C)C=Nc1ncc2c([nH]c3ccccc32)c1C#N	·	·	i	-8	·	-6.1	548	0.47	-0.23	0.29	-0.085	1.2	1388	-18%	8.0	4.4	10	39	24
COc1ccccc1C(=O)n1nc(-c2cccnc2)nc1N	22	682	i	4	i	-2.9	1084	0.41	-0.2	0.4	0.37	·	·	14%	3.3	2.6	7.7	12	-3
COC(=O)c1ccc(-c2noc(CN(C)CCC3CCCCO3)n2)cc1 (stereo not drawn)	-13	617	i	-28	i	-0.5	1604	-0.36	-0.27	-0.019	0.55	0.29	1553	24%	4.9	2.5	11	5	1
NS(=O)(=O)c1ccc(NC2=CC(c3ccc(F)cc3)N(c3ccc(S(N)(=O)=O)cc3)C2=O)cc1 (stereo not drawn)	7	752	·	·	i	0.9	1316	1.5	-0.21	1.3	-0.81	0.57	1065	-1%	·	·	·	·	·
Cc1nc2ccccc2c(=O)n1NC(=O)c1cccnc1Cl	0	733	i	-3	i	1.8	1091	1.3	0.04	1.1	-1.7	0.8	1226	6%	2.8	2.3	7.3	17	9
Cn1cc([N+](=O)[O-])c(C(=O)Nc2ccn(C34CC5CC(CC(C5)C3)C4)n2)n1	-21	683	i	10	i	·	·	-0.087	-0.21	-0.22	-0.027	0.59	1276	-3%	4.8	3.5	1.9	3	-4
Cc1ccc2cccc(Oc3ncnc4scc(-c5ccc(Cl)cc5)c34)c2n1	6	568	i	8	i	-0.6	1117	2.5	-0.11	1.1	-1.1	-0.44	1464	-20%	6.0	1.6	3.7	37	9
COc1ccc(CC(NC(C)=O)C(=O)NC2CCN(C(=O)Nc3ccc(Cl)cc3)CC2)cc1OC (stereo not drawn)	·	·	i	-8	i	-4.2	1423	0.32	0.086	-0.41	-0.49	-0.4	1347	9%	2.6	1.6	4.4	11	-9
CC1CCCN(CCC(=O)Nc2ccc3c(c2)CCC3)C1 (stereo not drawn)	3	693	i	-7	i	-0.9	1127	-0.58	0.1	-0.18	0.16	0.08	1142	-16%	3.2	1.5	5.5	2	-5
O=C(Nc1cccnc1)c1ccc(Cl)c([N+](=O)[O-])c1	7	670	i	18	i	-0.7	1109	-1.2	-0.12	-0.55	0.97	-0.39	1322	12%	1.8	2.5	5.9	-8	-2
O=C(NC1(C(F)(F)F)N=C2SCCN2C1=O)c1ccco1 (stereo not drawn)	·	·	i	5	i	-2.8	819	-0.12	-0.34	0.27	0.75	0.37	1508	5%	5.5	2.8	4.4	-18	-11
N#Cc1sc(C(N)=O)c(-c2ccccc2)c1-c1ccccc1	0	684	·	·	i	-1.3	1157	-0.29	-0.2	-0.16	0.6	0.14	1438	13%	·	·	·	·	·
COc1ccc(C(=O)/C=C/Sc2nc3ccccc3o2)cc1	-11	614	·	·	i	-0.3	1327	-1.9	0.29	-1.1	0.31	-1.5	939	-7%	·	·	·	·	·
c1ccc(C(c2nnnn2C2CCCCC2)N2CCc3ccccc3C2)nc1 (stereo not drawn)	·	·	i	-1	i	-1.0	1110	0.092	-0.087	-0.17	0.031	1.1	1234	-11%	2.4	2.1	10	-8	-1
COCCOn1c(SCCOC)nc2ccccc2c1=O	7	726	·	·	i	-2.7	1071	0.61	-0.28	0.22	-0.46	·	·	-8%	·	·	·	·	·
CCc1ccc(NCCC(=O)c2ccc(Br)cc2)cc1	·	·	i	0	i	-2.5	1482	1.4	-0.2	0.82	-1.2	1.4	1375	11%	2.1	1.0	7.2	-3	-5
Cc1sc2ccccc2[n+]1CCC(C)S(=O)(=O)[O-] (stereo not drawn)	·	·	i	-27	i	·	·	0.8	-0.13	0.045	-0.59	·	·	19%	2.0	1.3	2.2	-1	-16
Cc1cc(C)nc(Nc2n[nH]c(COc3ccc(Cl)cc3)n2)n1	·	·	i	4	i	-6.7	941	-0.37	-0.19	-0.13	0.0089	-0.72	1237	5%	2.0	1.9	12	-15	-24
CC1Cc2ccccc2N1C(=O)CSc1nnc(-c2ccc(S(=O)(=O)N3CCCC3)cc2)n1C (stereo not drawn)	-27	611	i	4	i	0.4	959	-0.46	-0.29	-0.65	0.87	·	·	3%	2.2	4.1	8.4	-4	-16
Cc1cccc(Cn2c(=O)n(-c3ccc(CC(=O)NCc4ccco4)cc3)c(=O)c3sccc32)c1	·	·	i	-28	i	-1.2	1168	0.96	-0.089	0.67	-0.61	0.3	833	6%	29*	37*	43*	-4	-9
COc1ccc(-c2cc(N3C(=O)Nc4ccccc4N3O)n[nH]2)cc1	4	593	i	-4	i	5.5	1031	-0.33	-0.072	-0.068	-0.96	0.7	1443	24%	11	1.7	12	-13	-8
Cc1[nH]c2ccccc2c1C(=O)COC(=O)C1CC(=O)N(Cc2ccccc2)C1 (stereo not drawn)	-3	784	i	-5	i	-1.6	952	-0.097	-0.26	0.096	0.68	0.14	779	2%	1.9	2.0	8.0	-6	-71
CCCOc1ccc(C2NC(=O)NC2=O)cc1 (stereo not drawn)	10	735	i	-7	i	0.0	1141	0.14	-0.3	0.29	0.82	·	·	11%	1.9	1.8	3.7	10	-2
COc1ccc(-c2nn(-c3ccccc3)cc2/C=C/C(=O)N2CCOCC2)cc1OC	-11	667	i	-11	i	0.1	1096	1.1	-0.31	1.1	-0.59	-0.67	1129	9%	5.5	4.7	4.4	10	4
COc1cccc(/C=C/C(=O)NCc2ccc(S(N)(=O)=O)cc2)c1	-13	661	·	·	i	4.3	1058	0.09	-0.22	-0.065	-0.024	0.26	1324	21%	·	·	·	·	·

Quoted from the listing:
COc1ccc(C(=O)/C=C/Sc2nc3ccccc3o2)cc1 – Insulin prom up = -1.5
COc1ccccc1C(=O)n1nc(-c2cccnc2)nc1N – Dynein transport = 0.41

Additional entries.
SMILES	Lipid droplet	Lipid droplet cells 6.5 µM	Autophagy HCS	Autophagy HCS cell loss 18 h	Yfh1-off respiration	bCat nuc transl	bCat nuc transl cell count 5 µM	Dynein transport	Dynein transport cytoplasmic EGFP	Dynein transport nuclear GR-EGFP	Dynein transport cell count	Insulin prom up	Insulin prom up cell count	HEK293 NOD2/NF-kB	MT stabilize HCS	MT stabilize HCS Hoechst-high %	MT stabilize HCS cytotoxicity %	WT yeast gro inh	WT yeast gro inh mutant strain
COc1ccc(N2COC3c4cccc5cccc(c45)C32)cc1 (stereo not drawn)	-4	791	i	15	i	-3.6	691	0.59	-0.13	0.23	-0.35	·	·	3%	4.6	2.4	5.0	17	-2
Cc1cc(-c2nn3c(-c4ccccc4)nnc3s2)c2ccccc2n1	-8	665	i	29	i	-1.3	974	0.84	-0.22	0.36	-0.64	-0.01	1494	8%	3.2	1.8	6.2	-13	-4
O=C(O)C1CCCN1C(=O)c1cccs1 (stereo not drawn)	10	714	i	-4	i	-0.1	1145	0.15	-0.14	0.33	-0.25	·	·	1%	1.8	3.8	9.0	10	-1
Cc1cc(NC(=O)CSc2nnc(-c3ccc4c(c3)OCCO4)o2)no1	·	·	i	-2	i	-6.9	1001	0.83	-0.19	0.4	0.16	0.37	1556	-39%	3.9	1.9	6.3	0	2
Cc1nc(NC(C)(C)CO)c([N+](=O)[O-])cc1[N+](=O)[O-]	2	598	i	5	i	·	·	0.32	-0.3	0.029	-0.22	-0.11	1444	8%	2.5	3.2	0.6	29	28
COC(=O)NC1CSCC1OC(=O)c1ccc(Br)cc1 (stereo not drawn)	-7	715	i	9	i	-2.5	1224	-0.79	-0.3	-0.16	0.38	0.54	1179	6%	3.6	1.5	51	16	-18
Cc1cc(NC(=O)Cn2ccsc2=N)c([N+](=O)[O-])cc1C	9	680	i	-3	i	-2.8	1121	-0.44	-0.21	-0.38	-0.12	-0.14	1243	8%	1.0	1.9	3.3	-13	-13
Cc1ccc(C(=O)CSc2n[nH]c(C)n2)cc1	·	·	i	-8	i	-6.6	1006	0.091	-0.27	0.22	-0.63	0.46	1240	6%	3.6	1.9	2.8	-12	4
N#Cc1nc(Cc2ccccc2)oc1N1CCCC1	5	656	i	10	i	-1.4	921	-0.016	-0.31	0.66	-0.82	-0.75	1642	-16%	3.3	1.7	20	17	-5
